Pin1 inh: blocks the human prolyl isomerase Pin1; AID 504891; 390,000 compounds, 0.009% hits; Potency, µM (titrated, usually from 115 µM), inactives show top-dose activity, negative = inhibition, most hits filed as inhibitors; Pin1 FP peptide displacement, HiFluor488, 10 min; active means well fitted inhibition curve with a large enough effect in the polarisation, with a control signal flat, not every such curve was filed as active; inconclusive means small, poorly fitted or top-dose-only effect, or effect the other way, or a change in a side signal; inactive means no such curve, though single readings can be large or run the other way; the % refers to the polarisation; further: potency means the concentration at half of the fitted maximal effect; on the % scale 0 is the no-effect control and ±100 the full control effect
BAZ2B inh: blocks human BAZ2B. AlphaScreen BAZ2B-H3K14Ac peptide displacement. AID 504333. 360,000 compounds, 4.4% hits. Potency, µM (titrated, usually from 114 µM), for the others: at the highest dose activity change, negative = inhibition, actives largely listed as inhibitors; further: potency means the concentration at half of the fitted maximal effect; on the % scale 0 is the no-effect control and ±100 the full control effect; nearly all actives have a fitted effect of over 60% in size
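Multi-concentration screen (max 110 uM) measuring displacement of acetylated histone H3 peptide from BAZ2B by AlphaScreen, using 50 nM protein, 50 nM peptide and 10 ug/mL streptavidin donor plus Ni-chelate acceptor beads.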
PI4K2A inh: inhibitors of human PI4K2A. activity change, negative = inhibition, % at 76.9 µM. Q9BTU6. AID 1346378. 420,000 compounds, 0.13% hits. purified PI4K2A, ADP-Glo luminescence, 1 h; stronger effect = lower value; in the data active means activity change below about -50%; inconclusive means mostly about -30% to -49%;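 further: -100% = wells without enzyme as full effect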
Target sequence (Q9BTU6 whole entry, looked up): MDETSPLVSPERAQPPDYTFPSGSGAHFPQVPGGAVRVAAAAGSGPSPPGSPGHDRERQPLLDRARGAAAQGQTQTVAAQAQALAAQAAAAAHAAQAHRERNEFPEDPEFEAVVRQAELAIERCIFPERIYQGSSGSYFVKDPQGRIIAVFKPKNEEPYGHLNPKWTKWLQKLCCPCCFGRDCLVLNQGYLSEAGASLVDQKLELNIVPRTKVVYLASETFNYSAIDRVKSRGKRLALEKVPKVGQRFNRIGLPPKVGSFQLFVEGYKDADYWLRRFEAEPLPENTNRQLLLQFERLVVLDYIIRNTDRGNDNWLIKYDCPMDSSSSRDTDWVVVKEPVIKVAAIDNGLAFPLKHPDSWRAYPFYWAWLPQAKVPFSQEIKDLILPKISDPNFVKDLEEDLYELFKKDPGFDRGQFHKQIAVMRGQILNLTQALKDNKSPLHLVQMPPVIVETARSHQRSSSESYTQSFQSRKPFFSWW
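In this quantitative HTS, ADP production by PI4K2A was quantified luminescently after 1 h at ambient temperature; 100 microM adenosine served as plate-quality control.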
POLH inh: DNA polymerase eta (human) inhibition; Q9Y253; recombinant Pol eta, fluorescent DNA replication assay; Potency, µM (doses to about 114 µM), for inactives: top-dose activity change, negative = inhibition, actives largely listed as inhibitors; 390,000 compounds, 1.2% hits; further: potency means the concentration at half of the fitted maximal effect; on the % scale 0 is the no-effect control and ±100 the full control effect
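Pol eta at 10 nM preincubated with compounds 15 min at room temperature; reaction started with fluorescent substrate (50 nM final) and read kinetically at 0 and 10 min.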
G9a block: G9a (human) methyltransferase inhibition; 350,000 compounds, 8.8% hits; Q96KQ7; G9a H3K9 monomethylation, AlphaScreen, 2 h; Potency, µM (doses to about 102 µM), inactives show top-dose activity, negative = inhibition, actives largely listed as inhibitors; AID 504332; further: potency means the concentration at half of the fitted maximal effect; on the % scale 0 is the no-effect control and ±100 the full control effect; nearly all actives have a fitted effect of over 75% in size
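Enzyme 20 nM + cpd, 15 min RT; add b-H3K9 pep 500 nM / SAM 20 uM; 2 h RT; anti-H3K9me1 Ab 0.5 ug/mL + SA donor / anti-rabbit acceptor beads 20 ug/mL each, 10 min; AlphaScreen read.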
JMJD2A Tudor inh: inhibitors of human JMJD2A Tudor domain | 390,000 compounds, 4.4% hits | O75164 | AID 504339 | Potency, µM (series often up to 114 µM), without a hit: at the top dose activity change, negative = inhibition, hits mostly inhibitors | AlphaScreen JMJD2A-Tudor / H3K4me3 peptide binding; further: potency means the concentration at half of the fitted maximal effect; on the % scale 0 is the no-effect control and ±100 the full control effect; nearly all actives have a fitted effect of over 50% in size
GLS inh: glutaminase GLS (human) inhibition | 410,000 compounds, 0.21% hits | Potency, µM (titrated, usually from 45.5 µM), for inactives: at the highest dose activity change, negative = inhibition, most hits filed as inhibitors | O94925 | GLS enzymatic activity, qHTS titration; further: potency means the concentration at half of the fitted maximal effect; on the % scale 0 is the no-effect control and ±100 the full control effect
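Assay buffer: 45 mM KH2PO4 pH 8.2, 0.02% Tween-20. hKGA acts on L-glutamine (1 mM solution added); product glutamate is reported by an oxidase/peroxidase Amplex Red coupling, with fluorescence taken at baseline and 30 min.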
HP1b binding inh: HP1-beta chromodomain-methylated histone interaction inhibition; Potency, µM (highest dose often 114 µM), inactives show top-dose activity change, negative = inhibition, usual class: inhibitors; 390,000 compounds, 0.56% hits; AlphaScreen HP1-beta / biotin-H3K9me3 peptide binding; P83916; further: potency means the concentration at half of the fitted maximal effect; nearly all actives have a fitted effect of over 70% in size; inactives centre near 23
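AlphaScreen: HP1-beta (50 nM) preformed 30 min with biotin-H3(1-18)K9me3 peptide (50 nM) in PBS pH 7.4, 0.01% Tween-20. Compound added for 30 min at RT, then streptavidin donor/nickel chelate acceptor beads (10 ug/mL) for 30 min.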
PGK inhibitor: blocks T. brucei phosphoglycerate kinase; P07378; PGK/GAPDH coupled, Kinase-Glo luminescence, 60 min; Potency, µM (titrated, usually from 57.5 µM), inactives show top-dose activity change, negative = inhibition, hits mostly inhibitors; 380,000 compounds, 0.043% hits; AID 602233; further: potency means the concentration at half of the fitted maximal effect; on the % scale 0 is the no-effect control and ±100 the full control effect; nearly all actives have a fitted effect of over 60% in size
Target sequence (P07378 whole entry, looked up): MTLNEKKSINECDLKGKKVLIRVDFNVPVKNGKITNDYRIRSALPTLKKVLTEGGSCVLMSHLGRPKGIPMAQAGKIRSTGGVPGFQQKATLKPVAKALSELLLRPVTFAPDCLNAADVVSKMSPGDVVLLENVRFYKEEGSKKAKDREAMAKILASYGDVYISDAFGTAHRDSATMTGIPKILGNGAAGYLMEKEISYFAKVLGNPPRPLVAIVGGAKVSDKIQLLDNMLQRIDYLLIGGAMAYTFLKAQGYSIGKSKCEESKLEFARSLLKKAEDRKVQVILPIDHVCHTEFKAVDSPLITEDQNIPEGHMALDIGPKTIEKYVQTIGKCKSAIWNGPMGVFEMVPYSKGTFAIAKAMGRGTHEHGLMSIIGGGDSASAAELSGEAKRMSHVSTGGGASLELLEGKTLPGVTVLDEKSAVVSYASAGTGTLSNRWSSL
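Recombinant glycosomal PGK reaction used 1,3-bisphosphoglycerate generated in-well by GAPDH (100nM final) in 100mM TEA pH 7.6, 5mM MgCl2, 0.01% Tween-20. After 60 minutes at room temperature, ATP was read by Kinase-Glo Plus luminescence end-point.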
The depositor's hits bear a star; i = inactive; u = inconclusive; x = not tested or not shown; [ ] = dose if it differs, or a comment. Unless noted, the call rests on the fitted dose curve; in most records, active means well fitted curve in the direction sought with a large enough effect; inconclusive means small, poorly fitted or top-dose-only effect, or another doubt; inactive means no such curve, though single readings can be large; an effect the other way counts as inactive or inconclusive. A portion of the library; rates above refer to the full screens.

Pin1 inh,BAZ2B inh,PI4K2A inh,POLH inh,G9a block,JMJD2A Tudor inh,GLS inh,HP1b binding inh,PGK inhibitor,canonical_smiles
2%,5%,6,-5%,5%,-11%,1%,10%,i,CCN(CC)C(=O)CSc1n[nH]c(=O)n1CCc1ccccc1
8%,-9%,-8,-18%,-40%[59 µM],-7%,4%,21%,10%,CC(NC(=O)Nc1cc(Cl)ccc1Cl)c1c(-n2cccc2)sc2c1CCCC2 (centres undefined)
7%,-3%,-1,9%,11%[59 µM],-13%,0%,27%,-3%,CC(C)CCNC(=O)CN1C(=O)c2cccnc2Sc2ccccc21
0%,22%,-2,-13%,-12%[59 µM],-7%,4%,26%,3%,O=S(N1CCCCCC1)C12CC3CC(CC(C3)C1)C2 (centres undefined)
-4%,0%,-1,-4%,-4%[59 µM],-13%,-2%,56%[activator],8%,CCCN(CCC)C(=O)c1c[nH]c2ccc(S(=O)(=O)N(C)c3ccc(Cl)cc3)cc2c1=O
21%,x,2,-9%,x,-21%,2%,53%[activator],i,O=C(COC(=O)c1cc[n+]([O-])cc1)Nc1cccc(F)c1
4%,x,2,-9%,x,-17%,14%,3%[57 µM],i,CN(C)c1ccc(C=NNc2nc3c([nH]2)c(=O)n(C)c(=O)n3C)cc1
-8%,2%,1,-27%,-4%[59 µM],0%,-2%,32%,-1%,CC1CN(C(=O)COC(=O)c2cccs2)CC(C)O1 (centres undefined)
-6%,4%,-1,-7%,-5%[59 µM],-10%,4%,6%,-2%,CCOC(=O)N1C=CC=C[C@@H]2[C@@H](N3C(=O)c4ccccc4C3=O)C(=O)N21
0%,-31%,9,-10%,u,u,5%,22%,-2%,COc1ccc(/C=C/C(=O)NCCN2CCOCC2)cc1OC
-1%,-36%,-4,-19%,40µM*,u,3%,7%,-12%,CCc1cc(C(c2ccccn2)N2CCN(C)CC2)c(NC(=O)c2ccccc2)s1 (centres undefined)
4%,40µM*,2,0%,-8%[2.33 µM],40µM*,5%,u,1%,O=C(c1ccccc1)c1ccc(NCCCn2ccnc2)c([N+](=O)[O-])c1
3%,11%,-5,-20%,18%[59 µM],-14%,0%,30%,-5%,O=C(NCc1cccc(C(F)(F)F)c1)c1cccc(S(=O)(=O)NCc2ccccc2)c1
-16%,u,2,-12%,u,-28%,-10%,-23%,-1%,COC(=O)c1c(-c2cccs2)csc1NC(=O)c1ccc(C)cc1
-2%,-5%,-4,-3%,u,1%,-6%,18%,-2%,CC(=O)c1ccc(NC(=O)C2(S(=O)(=O)c3ccccc3)CC2)cc1
-2%,-36%,0,3%,-31%,-17%[11.4 µM],u,-12%,4%,O=S(=O)(c1ccc(NC(=S)N2CCN(c3ccccc3F)CC2)cc1)N1CCOCC1
-5%,0%,-14,-22%,-5%,-22%,1%,27%,-5%,COC(=O)C1=C(N)c2c(F)cccc2C1(C#N)c1ccc(F)cc1 (centres undefined)
7%,u,-8,-16%,-25%[59 µM],-33%,4%,-4%,-1%,COc1ccc(CCNC(=O)c2ccc3c(c2)N(Cc2ccccc2)C(=O)c2ccccc2S3=O)cc1OC (centres undefined)
8%,4%,0,-14%,x,-4%,21%,51%[activator],1%,COc1ccc(NS(=O)(=O)c2cccs2)c(OC)c1
0%,-19%,0,-10%,u,-9%,6%,5%,-8%,COc1ccc([N+](=O)[O-])cc1NC(=O)C1CCCO1 (centres undefined)
1%,u,3,-6%,u,u,32%[activator],13%,-3%,CCC(=O)N1CCN(c2ccc(NC(=S)NC(=O)COc3ccccc3)cc2)CC1
u,-21%,-1,-15%,u,u,3%,u,-4%,O=C(CSc1nnc(-c2cc3ccccc3cc2O)n1Cc1ccco1)c1ccc(F)cc1
2%,8%,1,16%,u,-12%,-7%,38%[activator],-9%,O=S(=O)(Nc1cccnc1)c1cccs1
29%,u,1,-10%,1%[59 µM],-8%,5%,35%,4%,COC(=O)c1ccc(NC(=O)CCc2c(C)nc3c(-c4ccccc4)c(C)nn3c2C)cc1
-2%,2%,1,5%,9%[0.501 µM],-6%,0%,8%,-3%,O=C(COC(=O)CCc1c[nH]c2ccccc12)Nc1ccccc1
-7%,26%,0,-20%,50µM*,-3%,-2%,35%,2%,O=C(Nc1cccc(S(=O)(=O)NC2=NCCCCC2)c1)c1ccc(Cl)cc1
2%,2%,11,-23%,-4%,-10%,-1%,41%[activator],-9%,CC(=O)c1cccc(N2C(=O)Nc3ccccc3N2O)c1
-4%,-30%,-2,-7%,-11%[12.7 µM],-25%,2%,22%,i,CC(OC(=O)c1ccc(Cl)nc1)C(=O)Nc1ccc2c(c1)OCO2 (centres undefined)
-9%,-1%,-2,-10%,u,8%,-2%,69%[activator],-5%,CCCSC1C(C)=C(C)C(=O)N1Cc1ccccc1 (centres undefined)
-10%,-9%,-2,-3%,11%[59 µM],-6%,-7%,18%,i,CCc1ccccc1NC(=S)N(CCN(C)C)C(C)c1cccnc1 (centres undefined)

Next section.
Pin1 inh,BAZ2B inh,PI4K2A inh,POLH inh,G9a block,JMJD2A Tudor inh,GLS inh,HP1b binding inh,PGK inhibitor,canonical_smiles
0%,9%,-3,2%,24%,10%,-5%,28%,4%,Cc1ccccc1/C(N)=N/OC(=O)c1ccc(F)cc1
-3%,8%,7,-10%,-8%[59 µM],-4%,-3%,44%,1%,COCc1cc(C)nc(N)c1C#N
-3%,-14%,-4,-4%,-3%,-5%,-7%,23%,7%,CCOc1cccc(C(=O)NNC(=O)C2C3C=CC(C3)C2C(=O)O)c1 (centres undefined)
3%,5%,0,7%,1%[12.7 µM],-19%,-2%,-9%,0%,Cc1ccc(CNC(=O)c2cn(C)c(=O)c3c2c2ccccc2n3C)o1
-3%,-6%,4,0%,3%,-27%,5%,9%,-8%,COc1ccc(C)cc1NC(=O)c1c([N+](=O)[O-])cnn1C
-1%,-2%,-1,-12%,x,-7%,-2%,29%,1%,CCN(Cc1cc2ccccc2[nH]c1=O)S(=O)(=O)c1ccc(OC)cc1
0%,u,3,u,-48%,u,1%,u,2%,CC(C)NC(=S)NN=C1CCC(c2ccccc2)CC1 (centres undefined)
10%,-30%,1,-23%,6.3µM*,-32%,9%,9%,-6%,CCc1ccc(Nc2nnc(SCC(=O)Nc3cccc(S(=O)(=O)NC4=NCCCCC4)c3)s2)cc1
-2%,12%,0,-12%,3%[59 µM],22%,-6%,85%[activator],x,O=C(COc1ccccc1)Nc1ccccc1Cl
-16%,6%,3,-17%,-11%[59 µM],-6%,0%,26%,1%,O=C(Nc1ccc(Cl)cc1)C(c1ccccc1)N(CCO)CCO (centres undefined)
-1%,u,-12,-14%,u,2%,7%,37%,i,O=C(Nc1cccc(Br)c1)N1CCN2CCCCC2C1 (centres undefined)
8%,u,10,-15%,u,u,19%,-10%,-8%,N#C/C(=C/c1ccc2c(c1)OCO2)C(=O)NCCc1c[nH]c2ccccc12
-3%,-10%,3,-9%,5%[12.7 µM],-10%,-4%,23%,i,CC1CCN(S(=O)(=O)c2ccc(C(=O)OCc3ccc4c(c3)OCO4)cc2)CC1
1%,-9%,4,-5%,u,-11%,1%,32%,-4%,COc1cc(NS(=O)(=O)c2ccc(NC(=O)COc3ccc(C)cc3)cc2)nc(OC)n1

Nine compounds out of the list, sorted by number of heavy atoms, falling.
Pin1 inh,BAZ2B inh,PI4K2A inh,POLH inh,G9a block,JMJD2A Tudor inh,GLS inh,HP1b binding inh,PGK inhibitor,canonical_smiles
-2%,-36%,0,3%,-31%,-17%[11.4 µM],u,-12%,4%,O=S(=O)(c1ccc(NC(=S)N2CCN(c3ccccc3F)CC2)cc1)N1CCOCC1
4%,40µM*,2,0%,-8%[2.33 µM],40µM*,5%,u,1%,O=C(c1ccccc1)c1ccc(NCCCn2ccnc2)c([N+](=O)[O-])c1
-3%,-14%,-4,-4%,-3%,-5%,-7%,23%,7%,CCOc1cccc(C(=O)NNC(=O)C2C3C=CC(C3)C2C(=O)O)c1 (centres undefined)
-2%,-5%,-4,-3%,u,1%,-6%,18%,-2%,CC(=O)c1ccc(NC(=O)C2(S(=O)(=O)c3ccccc3)CC2)cc1
2%,5%,6,-5%,5%,-11%,1%,10%,i,CCN(CC)C(=O)CSc1n[nH]c(=O)n1CCc1ccccc1
2%,2%,11,-23%,-4%,-10%,-1%,41%[activator],-9%,CC(=O)c1cccc(N2C(=O)Nc3ccccc3N2O)c1
0%,9%,-3,2%,24%,10%,-5%,28%,4%,Cc1ccccc1/C(N)=N/OC(=O)c1ccc(F)cc1
-8%,2%,1,-27%,-4%[59 µM],0%,-2%,32%,-1%,CC1CN(C(=O)COC(=O)c2cccs2)CC(C)O1 (centres undefined)
-3%,8%,7,-10%,-8%[59 µM],-4%,-3%,44%,1%,COCc1cc(C)nc(N)c1C#N

High-throughput results deposited in PubChem BioAssay by National Center for Advancing Translational Sciences (NCATS).
